HIF activator = HIF pathway transcriptional activators, primary screen, cell-based, U2OS HRE-luciferase, luminescence | U2OS HRE-luciferase reporter; normalized: DMSO 0%, desferrioxamine 100% | activation, % at 7.5 µM (by protocol) | 300,000 compounds, 0.32% hits;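 active = mean activation of at least 10% of the iron chelator positive control signal, with at least half of replicates also reaching 10%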
TRPC4 act = activators of mouse TRPC4 channel, primary screen, Fluo4 calcium, HEK293 TRPC4beta/mu-opioid cells. AID 2237, 2010. Fluo4 calcium fluorescence; stronger effect = higher value. 310,000 compounds, 0.49% hits. Short transient receptor potential channel 4 (Mus musculus), Q9QUQ5. B-score at 10 µM;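 active = B-score above 5 SD of library B-scores, and initial fluorescence ratio not above library mean plus 5 SD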;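 note: positive B-score marks a calcium rise read as TRPC4 activation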
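Assay system: HEK293 stable line with TRPC4beta plus mu-opioid receptor. Times: dye 45 min RT, read 110 s. Measured by: kinetic Fluo4 calcium fluorescence. Measure: B score of integrated ratio. Controls: assay buffer as low control, maximal DAMGO as high control.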
MrgX1 antagonist = antagonists of human MrgX1 receptor, primary screen, HEK293 cells, Fluo-4 calcium flux | BAM8-22 antagonism; stronger effect = lower value | B-score at 10 µM | 310,000 compounds, 1.3% hits | AID 588676, 2011;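 active = calcium-response B-score plate-corrected more than 3 library SD below zero, starting fluorescence within 5 deviations, no agonist response on first addition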;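 note: peak minus trough fluorescence over baseline after final BAM8-22 challenge near maximal dose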
Target sequence (Q96LB2 whole entry, looked up): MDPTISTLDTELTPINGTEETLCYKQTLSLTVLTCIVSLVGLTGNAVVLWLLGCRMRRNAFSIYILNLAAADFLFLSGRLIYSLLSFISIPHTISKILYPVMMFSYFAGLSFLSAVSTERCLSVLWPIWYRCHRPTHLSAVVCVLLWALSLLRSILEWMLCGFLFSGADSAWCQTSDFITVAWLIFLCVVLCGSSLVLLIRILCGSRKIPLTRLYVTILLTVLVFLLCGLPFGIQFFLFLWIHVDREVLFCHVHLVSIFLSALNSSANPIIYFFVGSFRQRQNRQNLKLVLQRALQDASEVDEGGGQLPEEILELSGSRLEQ
TRPC4 inh = inhibitors of mouse TRPC4 channel, primary screen, Fluo4 calcium, HEK293 TRPC4beta/mu-opioid cells | AID 2247, 2010 | 300,000 compounds, 0.39% hits | B-score at 10 µM | DAMGO-evoked Fluo4 calcium flux; stronger effect = lower value | Short transient receptor potential channel 4 (Mus musculus), Q9QUQ5;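 active = B-score over 3 SD under the library average, no early fluorescence shift, positive overall ratio signal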
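Assay system – HEK293 line stably carrying TRPC4beta and mu-opioid receptor · Doses – single dose · Detection – Fluo4 calcium-dye fluorescence, kinetic read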
TRPC6 inh = mouse TRPC6 channel inhibitors, primary screen, cell-based, HEK293, membrane potential dye | Short transient receptor potential channel 6 (Mus musculus), Q61143 | ACh-evoked depolarization; stronger effect = lower value | B-score at 10 µM | 310,000 compounds, 1.1% hits | AID 2553, 2010;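 active = B-score under library mean minus 3 SD, initial fluorescence not abnormally high, positive integrated signal ratio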;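 note: B-score derived from integrated fluorescence ratio over the kinetic read; more negative B-score means stronger inhibition of depolarization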
TRPC4 PAM = positive allosteric modulators of TRPC4, primary screen, cell-based, mouse TRPC4beta, HEK293 mu-opioid, Fluo-4 calcium; Short transient receptor potential channel 4 (Mus musculus), Q9QUQ5; DAMGO EC20, Fluo-4 Ca2+ flux; stronger effect = higher value; B-score at 10 µM; 310,000 compounds, 0.42% hits; AID 2227, 2009;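 active = B-score of calcium response area above 5 SD of library B-scores, with initial fluorescence ratio within 5 SD of library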;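 note: B-score of integrated fluorescence ratio over time as area under calcium response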
AI-2 QS mod = Vibrio harveyi AI-2 quorum sensing modulators, primary screen, JMH597 strain, luminescence/OD600 ratio; AID 2094, 2009; activity change, % at 7.5 µM; Vibrio harveyi JMH597 AI-2 luminescence/OD600 ratio, 9 h; stronger effect = lower value; strain lacks LuxN and CqsS sensors; 0 = neutral-control median; 300,000 compounds, 0.4% hits; in the data active = activity change below about -75%, passing the limit was not always enough;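 note: luminescence divided by OD600 gain over 9 h not by final OD600 alone; inactives centre near 13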
MrgX1 ag = agonists of human MrgX1 receptor, primary screen, HEK293 cells, Fluo-4 calcium flux | B-score at 10 µM | Fluo-4 calcium fluorescence, agonist mode; stronger effect = higher value | 310,000 compounds, 0.44% hits;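 active = calcium response B-score plate-corrected fluorescence ratio at least 3 library SD, with starting fluorescence B-score inside 5 SD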
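Assay system: stable human MrgX1 HEK293 cell line. Quantity: 15,000 cells per well. Schedule: cells plated overnight, dye loaded 0.5 h 37 °C, 0.5 h room temperature. Detection: Fluo-4 NW calcium-flux fluorescence, kinetic read. Read-out basis: peak-minus-minimum fluorescence over baseline, converted to B scores. Control set: positive and negative control wells on each plate.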
PolyA inhibitor = polyadenylation inhibitors in yeast reporter cells, primary screen, luminescence, S. cerevisiae. S. cerevisiae SKY197-pL101 polyadenylation reporter, beta-gal luminescence; efflux-impaired pdr1/pdr3 knockout yeast; score 100 = 6 SD above DMSO. calls only at 12 µM. 300,000 compounds, 0.02% hits;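 active = lowest replicate activity score at least 50, where 100 means six control SD above control mean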;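 note: yeast exposed to compound for 9 h at 30 °C; higher score means more reporter readthrough which indicates perturbed polyadenylation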
MrgX1 allo act = positive allosteric modulators of MrgX1, primary screen, HEK293 cells, Fluo-4 calcium flux; FDSS; stronger effect = higher value; 310,000 compounds, 0.63% hits; B-score at 10 µM; AID 588675, 2011;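 active = plate-corrected calcium response at least 3 library SD above typical, normal starting fluorescence, not activating the receptor alone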;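 note: compound read alongside a low EC10 to EC30 dose of BAM8-22 agonist; peak minus trough fluorescence over baseline measured at the second addition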
TRPC6 activator = mouse TRPC6 channel activators, primary screen, cell-based, HEK293, membrane potential dye; Short transient receptor potential channel 6 (Mus musculus), Q61143; HEK293-TRPC6 membrane potential dye fluorescence; stronger effect = higher value; B-score at 10 µM; 310,000 compounds, 0.13% hits; AID 2550, 2010;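 active = B-score of the integrated fluorescence ratio above library mean plus 3 SD, and starting fluorescence ratio within library mean plus 5 SD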;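 note: higher score means more depolarization so channel activation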
An asterisk follows results filed as active; i = inactive; · = not tested or not shown.

Results follow in this order: HIF activator, TRPC4 act, MrgX1 antagonist, TRPC4 inh, TRPC6 inh, TRPC4 PAM, AI-2 QS mod, MrgX1 ag, PolyA inhibitor, MrgX1 allo act, TRPC6 activator
COc1ccc(OC)c(C(=O)NC(CC(N)=O)c2ccc(N3CCC(N4CCCC4)CC3)c([N+](=O)[O-])c2)c1 (stereo unspecified)
    -1.4, i, i, i, i, i, 32.3, i, i, i, i
CCN(Cc1ccccc1)c1ccc(/C=N/N=C(N)N)cc1
    -5.0, 145*, -5.47*, i, i, i, 27.3, i, i, i, i
CCN1CCN(c2cc(C)c3cc(NC(=S)NCCN(C)C)ccc3n2)CC1
    0.2, i, i, i, i, i, 14.2, i, i, i, i
Cc1ccccc1C(=O)Nc1ccc(N2CCCCCC2)cc1
    4.7, i, i, i, i, i, -80.7*, i, i, i, i
C=CCN(c1ccc(C(=O)Nc2ccc3c(c2)n(C)c(=O)n3C)cc1)S(C)(=O)=O
    0.6, i, i, i, i, i, 45.2, i, i, i, i
O=C(Nc1cccc(-n2cnnn2)c1)c1cccc(Cl)c1
    -0.5, i, i, i, i, i, 10.9, i, i, i, i
CCOC(=O)C1=C(c2ccccc2)NC(=O)NC1c1ccc(O)c(OCC)c1 (stereo unspecified)
    -0.9, i, i, i, i, i, 13.8, i, i, i, i
CC1C(=O)N2CCCc3cc(S(=O)(=O)NCc4ccc(F)cc4)cc1c32 (stereo unspecified)
    2.6, i, i, i, i, i, 4.9, i, i, i, i
Fc1ccc(/C=N/c2c(-c3ccc(F)cc3)nc3n2CCS3)cc1
    -0.4, i, i, i, i, i, 18.8, i, i, i, i
CCCCC(CC)CNC(=O)C1C2C=CC(C2)C1C(=O)O (stereo unspecified)
    0.0, i, i, i, i, i, 7.5, i, i, i, i
O=C([C@@H]1CC=C[C@@H]2CCN(C3CC3)C(=O)[C@@H]21)N1CCN(c2ccccc2)CC1
    -0.3, i, i, ·, i, i, 11.4, i, i, i, i
O=C(OCN1C(=O)c2ccccc2C1=O)c1ccccc1
    0.2, i, i, i, i, i, 9.9, i, i, i, i
Cc1cc(N2CCN(Cc3nc(-c4ccc(Cl)cc4)oc3C)CC2)cc(C)n1
    -1.0, i, i, i, i, i, 31.5, i, i, i, i
CN(C(=O)CSc1nnc2ccccn12)c1c(N)n(Cc2ccccc2)c(=O)[nH]c1=O
    0.4, i, i, i, i, i, 20.7, i, i, i, i
CC1CCOC2(O1)C(=O)N(CN1CCN(c3ccccc3F)CC1)c1ccccc12 (stereo unspecified)
    -0.5, i, i, i, i, i, 22.9, i, i, i, i
CN(C)Cc1c(C(=O)N/N=C/c2cccc(OCc3ccc(F)cc3)c2)nnn1-c1nonc1N
    0.2, i, i, i, i, i, 15.5, i, i, i, i
COc1ccc(NC(=O)c2ccc3c(c2)OCO3)cc1[N+](=O)[O-]
    2.2, i, i, i, i, i, 3.9, i, i, i, i
CCOc1ccc(CN(C)C(=O)CNC(=O)Cc2cccc3ccccc23)cc1
    -0.2, i, i, i, i, i, 38.2, i, i, i, i
CCOCCN1CCN(c2c(CC)c(C)nc3cc(-c4cc(OC)cc(OC)c4)nn23)CC1
    -0.1, i, i, i, i, i, 6.4, i, i, i, i
CCCCn1cnc2c(c1=O)c1nc3ccccc3nc1n2Cc1ccc2c(c1)OCO2
    -0.6, i, i, i, i, i, 14.4, i, i, i, i
Cc1ccc(NS(=O)(=O)c2c(C)[nH]c(C)c2C(=O)N2CCCCC2)c(Cl)c1
    -1.2, i, i, i, i, i, 14.8, i, i, i, i

No new results follow: entries from further up.
Results follow in this order: HIF activator, TRPC4 act, MrgX1 antagonist, TRPC4 inh, TRPC6 inh, TRPC4 PAM, AI-2 QS mod, MrgX1 ag, PolyA inhibitor, MrgX1 allo act, TRPC6 activator
CCN(Cc1ccccc1)c1ccc(/C=N/N=C(N)N)cc1
    -5.0, 145*, -5.47*, i, i, i, 27.3, i, i, i, i
CCN1CCN(c2cc(C)c3cc(NC(=S)NCCN(C)C)ccc3n2)CC1
    0.2, i, i, i, i, i, 14.2, i, i, i, i
Cc1ccccc1C(=O)Nc1ccc(N2CCCCCC2)cc1
    4.7, i, i, i, i, i, -80.7*, i, i, i, i
C=CCN(c1ccc(C(=O)Nc2ccc3c(c2)n(C)c(=O)n3C)cc1)S(C)(=O)=O
    0.6, i, i, i, i, i, 45.2, i, i, i, i
O=C(Nc1cccc(-n2cnnn2)c1)c1cccc(Cl)c1
    -0.5, i, i, i, i, i, 10.9, i, i, i, i
CCOC(=O)C1=C(c2ccccc2)NC(=O)NC1c1ccc(O)c(OCC)c1 (stereo unspecified)
    -0.9, i, i, i, i, i, 13.8, i, i, i, i
CC1C(=O)N2CCCc3cc(S(=O)(=O)NCc4ccc(F)cc4)cc1c32 (stereo unspecified)
    2.6, i, i, i, i, i, 4.9, i, i, i, i
Fc1ccc(/C=N/c2c(-c3ccc(F)cc3)nc3n2CCS3)cc1
    -0.4, i, i, i, i, i, 18.8, i, i, i, i
CCCCC(CC)CNC(=O)C1C2C=CC(C2)C1C(=O)O (stereo unspecified)
    0.0, i, i, i, i, i, 7.5, i, i, i, i
O=C([C@@H]1CC=C[C@@H]2CCN(C3CC3)C(=O)[C@@H]21)N1CCN(c2ccccc2)CC1
    -0.3, i, i, ·, i, i, 11.4, i, i, i, i
O=C(OCN1C(=O)c2ccccc2C1=O)c1ccccc1
    0.2, i, i, i, i, i, 9.9, i, i, i, i
Cc1cc(N2CCN(Cc3nc(-c4ccc(Cl)cc4)oc3C)CC2)cc(C)n1
    -1.0, i, i, i, i, i, 31.5, i, i, i, i

Screening data (PubChem)

An excerpt; rates above refer to the full screens.
